Screening data from PubChem.
E-selectin induc: E-selectin induction on HUVECs; P16581; HUVEC E-selectin immunofluorescence imaging; normalized: neutral wells 0, TNF-alpha wells 100; activation, % at 7.58 µM; 260,000 tested, 0.37% active; AID 686992;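 active means mean E-selectin-positive cell signal at least 10% of the positive control, reached in at least 60% of replicates, without over 20% cell loss; inconclusive means no rule given, readout overlaps actives, possibly toxicity-flagged; inactive means the rest, including those meeting only one limit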;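 further: in these data hits start at about 27%; measured in HUVEC primary endothelial cells; signal is the percent of cells scored E-selectin positive by PE staining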
Target sequence (P16581 whole entry, looked up): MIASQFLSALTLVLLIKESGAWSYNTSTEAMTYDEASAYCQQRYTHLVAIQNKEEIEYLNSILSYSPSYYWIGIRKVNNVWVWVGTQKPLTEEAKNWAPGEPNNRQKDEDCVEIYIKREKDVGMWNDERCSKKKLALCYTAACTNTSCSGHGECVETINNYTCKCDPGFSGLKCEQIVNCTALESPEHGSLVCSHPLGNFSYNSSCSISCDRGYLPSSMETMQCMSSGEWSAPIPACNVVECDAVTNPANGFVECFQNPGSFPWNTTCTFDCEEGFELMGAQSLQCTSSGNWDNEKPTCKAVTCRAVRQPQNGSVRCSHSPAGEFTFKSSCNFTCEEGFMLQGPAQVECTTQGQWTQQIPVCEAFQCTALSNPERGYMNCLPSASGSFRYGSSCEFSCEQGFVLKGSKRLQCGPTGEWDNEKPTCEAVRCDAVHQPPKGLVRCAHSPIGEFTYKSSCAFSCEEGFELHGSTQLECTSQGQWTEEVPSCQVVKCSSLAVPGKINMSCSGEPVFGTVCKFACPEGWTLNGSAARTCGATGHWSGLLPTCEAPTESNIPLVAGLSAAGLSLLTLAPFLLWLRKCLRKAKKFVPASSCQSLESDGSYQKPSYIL
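Read-out: % PE-positive cells | Test system: HUVEC | Doses: One compound dose added by pin transfer | Buffer or medium: EGM-2 over gelatin coat | Signal: Immunofluorescence imaging | Benchmarks: TNF-alpha, DMSO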
CASP6 VEID inh: caspase-6 (human) enzyme inhibition; P55212; purified caspase-6, Z-VEID-R110 cleavage fluorescence; inhibition, % at 12.5 µM; 350,000 tested, 0.53% active; AID 686996;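 active means mean inhibition across replicates at least about 35%, with every replicate also reaching that limit, limit read from the data; inconclusive means only one of the two criteria met; inactive means neither criterion met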;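 further: 0% = median of neutral control wells and 100% = no fluorescence left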
PglD DTNB: PglD (C. jejuni) enzyme inhibition; inhibition, % at 12.5 µM; AID 602405; purified PglD enzyme, DTNB colorimetric CoA detection; 360,000 tested, 0.098% active; in the data active means inhibition above about 16%, passing the limit was not always enough; inconclusive means no clear call, values can overlap the other calls; further: strong numbers were not always called active
RAD54 inh: blocks human RAD54 Holliday junction branch migration; Q92698; FAM/BHQ fluorescence; inhibition, % at 10.4 µM; 360,000 tested, 0.14% active;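 active means mean normalized replicate activity at least 40 and at least half of replicates scoring 40 or more; inconclusive means only one of the two criteria met; inactive means mean below 40 and under half of replicates reaching 40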;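 further: 0% = median of neutral control wells and 100% = median of positive control wells; inhibitors cause a drop in the FAM fluorescence signal; in these data hits start at about 50%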
ERp5 inh: blocks human ERp5 reductase activity on insulin | ERp5 insulin aggregation, absorbance 650 nm, 90 min | inhibition, % at 9.99 µM | 350,000 tested, 0.05% active | AID 651711;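 active means mean replicate inhibition above about 25%, with every replicate also reaching it, limit read from the data, passing the limit was not always enough; inconclusive means only one of those two criteria met; inactive means neither criterion met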
Target sequence (Q15084 whole entry, looked up): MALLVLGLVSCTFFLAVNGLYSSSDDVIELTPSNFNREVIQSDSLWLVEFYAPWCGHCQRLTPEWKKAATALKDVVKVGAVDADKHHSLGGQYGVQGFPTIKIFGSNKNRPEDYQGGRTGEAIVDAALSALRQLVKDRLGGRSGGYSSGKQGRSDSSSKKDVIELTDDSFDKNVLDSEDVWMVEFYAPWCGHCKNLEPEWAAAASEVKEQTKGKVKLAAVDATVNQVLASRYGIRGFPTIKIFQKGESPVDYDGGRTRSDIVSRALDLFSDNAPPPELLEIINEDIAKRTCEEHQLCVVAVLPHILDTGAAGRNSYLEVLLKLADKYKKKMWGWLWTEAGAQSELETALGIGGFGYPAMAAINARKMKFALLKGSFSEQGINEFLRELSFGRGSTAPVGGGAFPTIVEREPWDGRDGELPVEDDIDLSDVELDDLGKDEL
ARNT-TACC3 inh: disrupts binding between human ARNT and TACC3. Q9Y6A5. AlphaScreen His-ARNT PAS-B/GST-TACC3 binding, luminescence; TACC3 fragment carries E629A point mutation. inhibition, % at 9.99 µM. 390,000 tested, 0.66% active. AID 623870;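 active means mean inhibition of replicates at least 50% and at least half of replicates each reaching 50%; inconclusive means half or more replicates reach 50% but mean below 50%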;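 further: 0% = complete ARNT plus TACC3 wells and 100% = ARNT alone without TACC3; many hits fall short of the cut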
RAD52 anneal inh: blocks human RAD52 DNA annealing | 360,000 tested, 0.46% active | recombinant RAD52 DNA annealing, FRET fluorescence | AID 651710 | inhibition, % at 18.7 µM | P43351;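 active means every replicate showing at least 50% inhibition; inconclusive means mean inhibition at least 50% but not in every replicate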
esBAF inh: blocks esBAF chromatin remodeling in mouse ES cells. Bmi1-luciferase knock-in reporter, 24 h; 100% = twice the neutral-well signal. reporter increase, % at 12.5 µM. 350,000 tested, 2% active; in the data active means activation above about 40%; inconclusive means no clear call, values can overlap the other calls;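 further: 0% = median of the plate's neutral control wells and 100% = double that signal; a rise in the Bmi1 reporter signal indicates esBAF inhibition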
Starred values were filed as active, the others as inactive; ? = inconclusive; / = not tested or not shown. These rows are one share of the data; rates above refer to the full screens.

No. | smiles | E-selectin induc | CASP6 VEID inh | PglD DTNB | RAD54 inh
1 | Oc1ccccc1C1NCc2ccccc2-n2cccc21 (configuration not stated) | 0.8 | -4 | -2 | 2
2 | S=P(Nn1cnnc1)(c1ccc(Br)cc1)c1ccc(Br)cc1 | / | 9 | / | /
3 | C[N+]1(CC2COC(c3ccco3)O2)CCCCC1 (configuration not stated) | -1.3 | 1 | / | /
4 | CC(=NCCCO)c1c(O)n(Cc2ccccc2)c(=O)[nH]c1=O | / | / | 1 | 6
5 | C[C@]12CC[C@H]3[C@@H](CCC4=CC(=O)CC[C@@H]43)[C@@H]1CC[C@@H]2O | / | 2 | -2 | -22
6 | CC1NCCC2(O)CCCCC12 (configuration not stated) | / | -4 | / | /
7 | CC(C)(C)C(O)C(Oc1ccc(Cl)cc1)n1cncn1 (configuration not stated) | 0.0 | -3 | -2 | 6
8 | CC(C)NC(C)Cc1ccc(I)cc1 (configuration not stated) | -0.1 | / | 0 | 0
9 | COc1ccccc1CCNC1CCCCCC1 | 1.0 | 1 | 3 | 5
10 | CCc1n[nH]c(CCN)n1 | 0.0 | -3 | 4 | -20

No. | ERp5 inh | ARNT-TACC3 inh | RAD52 anneal inh | esBAF inh
1 | 4 | 41 | 2 | -8
2 | 1 | 4 | -25 | -4
3 | 5 | 32 | -4 | /
4 | / | -4 | / | -1
5 | -2 | 1 | -4 | -2
6 | -3 | -8 | 4 | /
7 | 3 | 0 | -7 | -1
8 | 3 | -1 | -11 | -3
9 | -8 | -1 | -13 | -4
10 | -1 | -5 | 7 | /

Quoted at random: two entries already listed
No. | smiles | E-selectin induc | CASP6 VEID inh | PglD DTNB | RAD54 inh
1 | Oc1ccccc1C1NCc2ccccc2-n2cccc21 (configuration not stated) | 0.8 | -4 | -2 | 2
6 | CC1NCCC2(O)CCCCC12 (configuration not stated) | / | -4 | / | /

No. | ERp5 inh | ARNT-TACC3 inh | RAD52 anneal inh | esBAF inh
1 | 4 | 41 | 2 | -8
6 | -3 | -8 | 4 | /

(continued)
No. | smiles | E-selectin induc | CASP6 VEID inh | PglD DTNB | RAD54 inh
11 | O=P(O)(Oc1ccccc1)OC(c1ccccc1)C(F)(F)F (configuration not stated) | / | 10 | 2 | 2
12 | COC(=O)c1ccc(NC(=O)NC(=O)Oc2ccccc2)cc1 | / | 3 | -8 | -2
13 | CN1CC(C(=O)c2ccc(Cl)cc2)C(c2ccc(Cl)cc2Cl)C1 (configuration not stated) | 0.9 | 1 | 3 | -5
14 | Cc1ccccc1NC(=O)Cc1nc(COC(=O)Cc2ccccc2)cs1 | 1.2 | 0 | 1 | -9
15 | COc1cc2c(cc1OC)C1[C@H]3C(=CC[C@H]1OC2O)CCN3C (some centres not stated) | -0.2 | -1 | 10 | -6
16 | CC=CC(C)=CC(C)C(=O)CC(O)CC1CC(=O)NC(=O)C1 (configuration not stated) | -0.2 | 1 | / | /
17 | CN(C)c1ccc(C(=O)N/N=C/C23CC[C@@H](O)CC2(O)CC[C@@H]2[C@@H]3CCC3(C)C(C4=CC(=O)OC4)CCC23O)cc1 (some centres not stated) | 1.1 | -4 | 3 | -6
18 | CC1=C[C@@H]2c3cccc4[nH]cc(c34)C[C@H]2N(C)C1 | 0.3 | -69 | -3 | ?
19 | Cc1ccccc1NC1(C#N)CCCCC1 | / | -5 | / | /
20 | c1ccc(-c2nnc(C3CC(c4cccnc4)=NO3)o2)cc1 (configuration not stated) | -0.2 | -1 | -2 | -1

No. | ERp5 inh | ARNT-TACC3 inh | RAD52 anneal inh | esBAF inh
11 | 5 | -9 | -15 | -3
12 | -6 | 0 | 1 | 0
13 | 0 | 16 | -8 | -3
14 | 0 | -6 | -34 | -1
15 | 5 | -2 | 8 | 3
16 | 1 | / | -5 | /
17 | 1 | -8 | -6 | -1
18 | 8 | 9 | -167 | -3
19 | 2 | -5 | -5 | /
20 | 4 | 0 | -10 | -8

Entries from the list above that have a carbonyl joined to an NH by a bond outside any ring (3):
No. | smiles | E-selectin induc | CASP6 VEID inh | PglD DTNB | RAD54 inh
12 | COC(=O)c1ccc(NC(=O)NC(=O)Oc2ccccc2)cc1 | / | 3 | -8 | -2
14 | Cc1ccccc1NC(=O)Cc1nc(COC(=O)Cc2ccccc2)cs1 | 1.2 | 0 | 1 | -9
17 | CN(C)c1ccc(C(=O)N/N=C/C23CC[C@@H](O)CC2(O)CC[C@@H]2[C@@H]3CCC3(C)C(C4=CC(=O)OC4)CCC23O)cc1 (some centres not stated) | 1.1 | -4 | 3 | -6

No. | ERp5 inh | ARNT-TACC3 inh | RAD52 anneal inh | esBAF inh
12 | -6 | 0 | 1 | 0
14 | 0 | -6 | -34 | -1
17 | 1 | -8 | -6 | -1

(continued)
No. | smiles | E-selectin induc | CASP6 VEID inh | PglD DTNB | RAD54 inh
21 | Cc1ccc2c(c1)cc1c(=O)n(CC(=O)N3CCC4(CC3)OCCO4)nc(C)n12 | / | 2 | 0 | -8
22 | COc1ccc(C(c2nnnn2C(C)(C)C)N2CCC3(CC2)C(=O)NCN3c2ccccc2)cc1 (configuration not stated) | 3.0 | -1 | -7 | 1
23 | CC(C#N)CCC#N (configuration not stated) | / | 0 | 2 | -7
24 | Cc1ccccc1-c1ccc([C@@H]2[C@H]3CN(C(=O)Cc4ccccn4)CCCCN3[C@H]2CO)cc1 | -0.2 | 1 | 2 | 3
25 | CCCCn1c(O)c(/C=N/N2CCOCC2)c(=O)[nH]c1=S | 0.1 | -2 | 2 | -2
26 | Cn1c(O)c(C(=N)COc2ccccc2)c(=O)n(C)c1=O | / | / | 0 | -4
27 | COC(=O)C1=C(c2ccc(C(C)=O)cc2)C[C@@H]2CC[C@H]1N2C(=O)NCCOc1ccccc1Cl | -0.1 | -1 | 3 | 3
28 | Cc1cccc(NC2=NCCCS2)c1 | 0.0 | 2 | 0 | -4
29 | CC1CN1c1cc2c(c3c1ccn3C)C1CCC2C1 (configuration not stated) | 0.7 | 4 | -8 | -4
30 | NCCc1c[nH]c2ccc(C(N)=O)cc12 | 0.5 | -2 | -3 | -4

No. | ERp5 inh | ARNT-TACC3 inh | RAD52 anneal inh | esBAF inh
21 | 4 | 9 | 4 | 8
22 | -1 | / | -2 | 2
23 | -3 | / | -9 | 0
24 | -8 | 10 | -11 | /
25 | 5 | -8 | -3 | /
26 | / | 3 | / | 4
27 | 1 | 6 | 2 | -5
28 | -3 | / | -5 | 24
29 | 2 | / | 3 | -1
30 | 5 | -2 | 18 | 8

One compound at a time, from the list above:
Cc1cccc(NC2=NCCCS2)c1 across the screens: E-selectin induc = 0.0; CASP6 VEID inh = 2; PglD DTNB = 0; RAD54 inh = -4; ERp5 inh = -3; ARNT-TACC3 inh = /; RAD52 anneal inh = -5; esBAF inh = 24
NCCc1c[nH]c2ccc(C(N)=O)cc12 across the screens: E-selectin induc = 0.5; CASP6 VEID inh = -2; PglD DTNB = -3; RAD54 inh = -4; ERp5 inh = 5; ARNT-TACC3 inh = -2; RAD52 anneal inh = 18; esBAF inh = 8

The listing continues:
No. | smiles | E-selectin induc | CASP6 VEID inh | PglD DTNB | RAD54 inh
31 | C/C=C/c1ccc([C@@H]2[C@@H](CO)N3CCCCN(C(=O)Cc4ccncc4)C[C@@H]23)cc1 | -0.2 | -1 | -4 | -6
32 | O=c1[nH]c(=O)n(C2CCCCCC2)c(O)c1C=NCc1cccnc1 | 0.2 | -4 | / | /
33 | O=C(Nc1ccc(Cl)cc1)OC1CN2CCC1CC2 (configuration not stated) | / | -7 | / | /
34 | O=c1[nH]c(=S)n(Cc2ccc(F)cc2)c(O)c1C=NCCCn1ccnc1 | / | -6 | / | /
35 | Cc1nonc1OCCNCCNc1ccc([N+](=O)[O-])c2cccnc12 | / | -1 | -12 | 20
36 | CC[N+]1(C)CCCC(OC(=O)C(O)(c2ccccc2)c2ccccc2)C1 (configuration not stated) | -0.2 | 11 | -3 | 4
37 | COC(=O)C(=O)N1CC2(C)CNCC(C)(C1)C2=O | / | -1 | 3 | 4
38 | CC12CN3CC(C)(CN(C1)C3c1cccs1)C2 (configuration not stated) | / | / | -4 | 1
39 | CCN1c2nc3c(C)cccn3c(=O)c2CC2(C(=O)N(C)C(=O)N(C)C2=O)C1C (configuration not stated) | / | / | 5 | 5
40 | Cc1cc(Oc2cc(NN3CCCCC3)c([N+](=O)[O-])cc2[N+](=O)[O-])ccc1[N+](=O)[O-] | -0.1 | 9 | -9 | 1

No. | ERp5 inh | ARNT-TACC3 inh | RAD52 anneal inh | esBAF inh
31 | 3 | 0 | -34 | 8
32 | -2 | 1 | 5 | /
33 | / | 1 | -7 | 35
34 | -3 | 2 | -10 | /
35 | 10 | / | 19 | -5
36 | -7 | 3 | -12 | 1
37 | -4 | / | -3 | -14
38 | / | 0 | / | -3
39 | / | 4 | / | -6
40 | -4 | -10 | -8 | -3

Going on with the list.
No. | smiles | E-selectin induc | CASP6 VEID inh | PglD DTNB | RAD54 inh
41 | CC(=O)N1CC(=O)Nc2ccc(F)cc2C1c1ccccc1 (configuration not stated) | / | -3 | 0 | -15
42 | NC(Cc1ccc(Cl)cc1)c1csc(Nc2ccccn2)n1 (configuration not stated) | 0.8 | -5 | -3 | -2
43 | COc1ccc(CNCCc2c[nH]c3ccccc23)c(OC)c1C | -0.1 | -11 | -4 | 4
44 | CCOC(=O)CC(SP1(=S)OCC2(CCCCC2)CO1)C(=O)OCC (configuration not stated) | / | 15 | -1 | 3
45 | COc1ccccc1CN1CCCC(C(=O)c2ccccc2OC)C1 (configuration not stated) | / | 0 | 2 | -4
46 | Cc1cc(N(CCCl)CCCl)ccc1/C=N/NC(=O)c1ccco1 | / | / | 8 | -5
47 | CN(C)c1ccc(C=C2C(=O)NC(=O)NC2=O)cc1[N+](=O)[O-] | / | 4 | 0 | 9
48 | CCOP(=S)(OCC)Oc1nc(Cl)c(Cl)cc1Cl | / | 1 | -3 | -6
49 | NC(Cc1ccc(Cl)cc1)c1csc(Nc2ncccn2)n1 (configuration not stated) | 0.1 | 0 | 0 | -1
50 | O=C(c1ccc(N2CCCCC2)c([N+](=O)[O-])c1)N1CCC2(CC1)OCCO2 | 0.0 | 1 | -2 | 0
51 | O=C1NCN(c2ccccc2)C12CCN(C(c1cccs1)c1nnnn1C1CCCC1)CC2 (configuration not stated) | 13 | -2 | -4 | -3
52 | C[C@]12CCC3C(CC[C@H]4C[C@H](O)CC[C@]34C)C1CC(=O)[C@@H]2O (some centres not stated) | -0.3 | -3 | 2 | -7

No. | ERp5 inh | ARNT-TACC3 inh | RAD52 anneal inh | esBAF inh
41 | 8 | -3 | -13 | 1
42 | 3 | / | -44 | -2
43 | 2 | 34 | 9 | 0
44 | 2 | -4 | -3 | -10
45 | 3 | 1 | 0 | 0
46 | / | 3 | / | 33
47 | 2 | -2 | 5 | -2
48 | 2 | / | -8 | -4
49 | 3 | / | 17 | 15
50 | 1 | 5 | -1 | 0
51 | 7 | / | 0 | -1
52 | 3 | 7 | -11 | -8
